Source: PubChem BioAssay
proKLK7 act = proKLK7 (human) activation, primary screen | P49862 | purified proKLK7, EDANS-DABCYL substrate fluorescence; 100% is mature enzyme control, 0% vehicle | activation, % at 7 µM | hit rate 0.9% among 370,000 | AID 652039;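 active = activation above the mean of all tested compounds plus 3 SD, computed per campaign excluding outliers beyond control limits, cut at about 13% in these data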
Target sequence (P49862 whole entry, looked up): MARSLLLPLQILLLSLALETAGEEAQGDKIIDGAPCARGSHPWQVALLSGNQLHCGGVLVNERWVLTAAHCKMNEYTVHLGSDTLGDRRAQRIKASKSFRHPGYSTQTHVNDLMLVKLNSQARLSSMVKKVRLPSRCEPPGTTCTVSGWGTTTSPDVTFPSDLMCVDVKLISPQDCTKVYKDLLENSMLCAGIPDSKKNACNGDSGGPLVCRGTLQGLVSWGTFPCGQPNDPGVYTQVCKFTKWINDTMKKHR
HGIII-sPLA2 inh = Inhibits HGIII-sPLA2 liposome hydrolysis, primary screen. Q9NZ20. QFRET BODIPY PC-A2 liposome hydrolysis, fluorescence. inhibition, % at 12.2 µM. hit rate 0.56% among 370,000. AID 743126;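 active = inhibition above mean plus 3 SD of compounds lying within the high and low control bounds, cut at about 19% in these data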;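 also: 0% = median of test compound wells and 100% = no enzyme DMSO wells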
Target sequence (Q9NZ20 whole entry, looked up): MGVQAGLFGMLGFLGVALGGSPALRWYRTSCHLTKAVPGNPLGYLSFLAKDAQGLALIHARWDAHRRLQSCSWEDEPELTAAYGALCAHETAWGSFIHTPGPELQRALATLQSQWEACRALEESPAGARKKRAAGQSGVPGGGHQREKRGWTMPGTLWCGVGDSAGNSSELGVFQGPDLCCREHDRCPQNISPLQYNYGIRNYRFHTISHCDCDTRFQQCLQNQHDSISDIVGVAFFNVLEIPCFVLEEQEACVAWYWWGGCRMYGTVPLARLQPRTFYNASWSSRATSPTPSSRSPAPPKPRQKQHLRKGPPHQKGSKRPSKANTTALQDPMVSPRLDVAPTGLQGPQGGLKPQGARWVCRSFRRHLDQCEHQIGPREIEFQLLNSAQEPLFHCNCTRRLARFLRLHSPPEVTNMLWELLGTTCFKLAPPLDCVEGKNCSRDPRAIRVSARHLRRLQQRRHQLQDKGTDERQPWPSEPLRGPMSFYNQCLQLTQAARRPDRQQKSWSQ
NPR2 activator = GC-B (human) receptor activation; hit rate 0.11% among 370,000; AID 1920062; HEK293-GC-B cells, CNP EC30, cGMP TR-FRET; 0% at EC30 CNP, 100% saturating CNP; P20594; activation, % at 10 µM;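 active = activation at 10 µM reaching about 35% in either raw or pattern-adjusted values, limit read from the data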
ARFGAP1 inhibitor = rat ARFGAP1 inhibition; Q62848; Arfgap1-stimulated ARF1 GTP hydrolysis, GDP FP detection; inhibition, % at 16.5 µM; hit rate 0.26% among 360,000; AID 651572;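 active = inhibition above a per-plate limit, mean inhibition of low control wells plus 3 SD, cut at about 25% in these data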;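 also: 0% = DMSO wells with enzyme and 100% = wells lacking Arfgap1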
Target sequence (Q62848 1-136 limits assumed): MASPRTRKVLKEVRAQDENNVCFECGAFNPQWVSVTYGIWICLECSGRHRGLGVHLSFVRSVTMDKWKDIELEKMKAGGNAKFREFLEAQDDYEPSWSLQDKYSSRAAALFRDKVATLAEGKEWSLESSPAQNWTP
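Replicates: Single well per compound | Assay system: Truncated rat Arfgap1 GAP domain | Control set: No-Arfgap1 wells (100%) versus DMSO full-reaction wells (0%) | Times: Enzyme reaction 120 min at 25 °C after 20 min preincubation | Reagent: Human ARF1(Δ1-17)-GTP substrate | Measured by: Tracer-displacement fluorescence polarization with EDTA stop, 620/688 nm | Measure: Percent inhibition of Arfgap1-stimulated GTP hydrolysis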
FXN GAA850 act = activators of GAA850 frataxin (FXN) promoter. HEK293 lucGAA850 FXN promoter luciferase reporter, 24 h; percent of 10 µM SAHA response. activation, % at 6 µM. hit rate 0.56% among 360,000. AID 540364;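 active = activation above the average of all compounds screened plus 3 SD, cutoff fixed separately per campaign, cut at about 7.5% in these data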;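 also: 0% = DMSO wells and 100% = 10 µM SAHA wells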
DDE Tn6 FP inh = DD(E)-Tn6 binding inhibition, primary FP screen; P02675; hit rate 0.21% among 370,000; inhibition, % at 8.3 µM; Fibrin DD(E) TRITC-Tn6 fluorescence polarization displacement;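 active = inhibition above a per-campaign cutoff: mean of compounds within control limits plus 3 SD, cut at about 15% in these data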;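 also: 0% = median of all compound wells on the plate and 100% = blocking peptide control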
rCAG RNA binder = r(CAG) repeat RNA binding. TO-PRO-1 dye displacement fluorescence. inhibition, % at 3 µM. hit rate 1.3% among 370,000. AID 651821;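 active = inhibition above the plate cutoff, the mean of all test compounds on that plate plus 3 SD, cut at about 35% in these data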;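 also: 0% = DMSO alone and 100% = 100 µM mitoxantrone as full dye displacement; higher means more dye released from RNA so lower well fluorescence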
GC-A act = GC-A (human) enzyme activation. HEK293 GC-A cells, cGMP TR-FRET, EC30 ANP; 0% at EC30 ANP, 100% saturating ANP. AID 1671463. hit rate 0.14% among 370,000. P16066. activation, % at 10 µM; in the data active = activation above about 40%
ASAP1 inh = blocks human ASAP1-stimulated Arf1 GTP hydrolysis; inhibition, % at 16.5 µM; hit rate 0.19% among 360,000; AID 624377; GDP FP detection; in the data active = inhibition above about 25%;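 also: 0% = vehicle with enzyme and substrate and 100% = no enzyme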
ADAM10 inh = inhibitors of human ADAM10; O14672; recombinant ADAM10, EDANS/DABCYL FRET peptide cleavage, 3 h; inhibition, % at 7 µM; hit rate 0.62% among 370,000;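 active = inhibition above a per-campaign cutoff equal to the mean of compounds falling between control-based bounds plus 3 SD, cut at about 20% in these data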;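 also: 0% = DMSO wells while the 100% control is not disclosed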
Numbers without * were called inactive; i = inactive; nt = no result given.

Values run as follows: proKLK7 act	HGIII-sPLA2 inh	NPR2 activator	ARFGAP1 inhibitor	FXN GAA850 act	DDE Tn6 FP inh	rCAG RNA binder	GC-A act	ASAP1 inh	ADAM10 inh
CCC(C)NC(C(=O)Nc1ccc(Cl)c([N+](=O)[O-])c1)c1ccccc1 (stereo not drawn)
→ 0.8	13	-5	-8	1.5	1	0	1	-1	-4
O=C(Nc1cccc(Cl)c1)c1ccc(-n2cncn2)c([N+](=O)[O-])c1
→ 0.9	-2	-2	-2	-2.7	-7	8	7	0	-4
Nc1nnc(SCc2ccc([N+](=O)[O-])cc2)s1
→ -0.6	2	2	0	0.2	3	0	1	22	0
CC(=O)Oc1ccc(N2C(=O)C3C4C=CC(CC4)C3C2=O)cc1[N+](=O)[O-] (stereo not drawn)
→ 0.2	-2	3	-2	0.4	0	-1	-1	11	5
CCCNc1nc(C)cc(-c2cc(C(=O)NC3CCCC3)on2)n1
→ 0.9	9	-3	7	1.6	0	1	5	-5	-5
CC(C)Oc1ccccc1/C=N/NC(=O)C1CCCC1
→ 0.3	-2	-2	-3	0.4	-5	-6	3	1	-1
Cc1ccc(SCC(=O)Nc2nncs2)cc1
→ 0.4	5	4	-5	1.5	7	0	2	8	-6
O=C(NC(=O)c1ccc(Cl)cc1)OC1CCCCC1
→ 0.8	10	0	-6	1.9	2	-1	2	-2	-5
CN1/C(=N\O)c2cccc3cccc1c23
→ 21*	6	-2	-3	-1.4	-7	3	2	7	-230
CCOC(=O)c1ccccc1NC(=O)c1ccc2nccnc2c1
→ 0.5	-2	0	0	1.4	-1	12	-7	-9	-5
CCN(CC)c1ccc(NC(=O)CN2CCN(CC(=O)Nc3ccc(OC)cc3)CC2)cc1
→ 0.2	7	-2	-5	0.6	-1	-9	0	-3	3
O=C(O)CSCC(=O)NCc1ccccc1Cl
→ -0.2	-1	8	-5	-0.7	-6	3	2	5	-2
O=C(CCl)Nc1nc(-c2ccco2)c(-c2ccco2)s1
→ 0.0	-3	-3	-8	3.6	1	14	-3	-5	0
CC(=O)c1ccc(S(=O)(=O)N2CCN(C(=O)c3ccc(COc4ccccc4)o3)CC2)cc1
→ 0.8	-2	-1	-2	1.5	-4	-1	0	-6	-4
Cc1ccc(C)c(OCCCN2CCCC2)c1
→ 0.7	-2	4	-6	5.0	-4	1	-1	-1	3
COC(=O)C1=C(C)N(Cc2ccc(F)cc2)C(=S)NC1c1cccc(OC)c1 (stereo not drawn)
→ -0.2	16	-15	5	nt	5	3	-2	10	15
Cc1ccc(S(=O)(=O)N2CCN(S(=O)(=O)c3cccs3)CC2)cc1
→ 0.2	6	3	16	0.6	-3	-1	0	17	1
CCCCN(CC)Cc1ccc(CNC(=O)Nc2ccc(F)cc2)o1
→ 0.2	-4	-3	-10	-5.3	4	1	0	-16	6
OC(COCCOc1ccc(Br)cc1)CN1CCN(Cc2ccccc2)CC1 (stereo not drawn)
→ 0.8	-16	-10	5	-1.0	3	-9	-10	-7	-2
COc1ccc(NC(=O)CCC(=O)OCC(=O)c2ccc(Oc3ccc([N+](=O)[O-])cc3)cc2)cc1
→ -0.7	-3	-3	3	1.8	-6	1	3	-1	-1
Cc1csc(=O)n1CC(=O)OCC(=O)Nc1ccc(C(N)=O)cc1
→ -0.4	-4	-1	-1	-0.8	-2	2	1	-5	3
C#CCN1C(=O)S/C(=C\c2ccc(N3CCOCC3)cc2C)C1=O
→ 0.5	5	1	7	7.4	-1	1	0	5	1
COc1cc(NC(=O)c2cc(CC(C)C)on2)c(OC)cc1Cl
→ 0.7	-7	0	4	0.9	-4	2	-3	-6	-5
O=[N+]([O-])c1cccc(NN=Nc2ccccc2)c1
→ -0.6	8	-4	6	2.7	-2	3	20	-2	2
CCCOC(=O)c1c(NC(=O)c2cnn3c2NC(c2ccccc2)CC3C(F)(F)F)sc2c1CCCC2 (stereo not drawn)
→ -0.3	-2	0	-7	2.4	4	5	-4	-15	3
COc1cc(CCC(=O)Nc2ccc(S(=O)(=O)N3CCCC3)cc2)cc(OC)c1OC
→ 0.3	-6	-1	-1	-0.4	-7	2	-1	0	-8
O=C(CCC(=O)OCC(=O)c1ccc(C(F)(F)F)cc1)OCC(=O)c1ccc(C(F)(F)F)cc1
→ -0.3	-2	10	1	0.3	-6	0	4	3	2
Cc1c(NS(=O)(=O)c2cccc(C(=O)OCC(=O)N(C)C3CCCCC3)c2)c(=O)n(-c2ccccc2)n1C
→ 0.5	-16	0	9	1.2	-2	-7	-3	-5	3
C=CCn1c(Br)nc2c1c(=O)n(C)c(=O)n2C
→ -0.2	4	5	16	-0.2	4	1	6	-3	4
O=C(Nc1cccc(S(=O)(=O)N2CCCC2)c1)c1ccco1
→ -0.5	-4	1	7	2.0	-6	0	3	-9	-3
COc1ccc(N2C(=O)C3C4c5ccccc5C(C=Nc5ccc(C)cc5C)(c5ccccc54)C3C2=O)cc1 (stereo not drawn)
→ 0.6	-5	2	-3	-3.5	-11	-1	-4	1	2
COCC(=O)Nc1nc2n(n1)C(c1ccccc1Cl)CC(c1ccc(OC)cc1)N2 (stereo not drawn)
→ 3.0	-9	-3	6	1.6	-6	4	4	7	-479
Cc1ccc(NC(=O)C(C)Sc2nnc(C)n2C2CC2)cc1S(=O)(=O)N1CCOCC1 (stereo not drawn)
→ 0.5	-4	-2	-3	0.2	6	1	2	-2	-2
CC(=O)N1CC[n+]2c(-c3ccc(Cl)cc3)csc21
→ 0.2	-5	9	8	1.4	-11	6	5	-10	5
C/C(=N\Nc1ccc(C(=O)O)cc1)c1ccc(-n2ccnc2)cc1
→ -0.4	5	-3	4	3.6	-8	6	-5	9	-2
CSc1nnc2c(n1)c(C)nn2-c1ccc(C)cc1
→ 0.2	7	-4	15	2.9	7	-1	-1	6	-2
CNC(=O)C1CC(=O)N(Cc2ccc3c(c2)OCO3)C(=Nc2ccc(F)cc2)S1 (stereo not drawn)
→ 0.3	-8	0	7	1.5	2	-1	-1	8	4
CCOC(=O)CNC(=O)C(CC(N)=O)NC(=O)OC(C)(C)C (stereo not drawn)
→ 0.6	0	2	-2	-0.6	0	0	1	-7	3
Cc1ccc(CN2CCN(/N=C/c3ccc(C(F)(F)F)cc3)CC2)c(C)c1
→ -0.2	-3	2	4	-3.2	5	-3	9	2	3
CCCN1CCN(CC(O)COC(c2ccc(OC)cc2)c2ccc(OC)cc2)CC1 (stereo not drawn)
→ -0.7	0	1	0	1.2	0	-5	-2	4	0
O=C(Cn1sc2ccccc2c1=O)Nc1ccccc1
→ -0.1	5	3	1	-4.6	2	1	14	-1	2
COc1cc(NC(=O)C2CC3CCC2C3)c(OC)cc1Cl (stereo not drawn)
→ 0.1	3	-4	8	1.8	-4	-7	-1	-4	0
Cc1ccc(/C=C2\SC(=S)N(CCC(=O)NNC(=O)c3ccccc3O)C2=O)cc1
→ 1.0	9	-1	0	-1.3	-2	6	-4	-14	7
Cc1ccc(CNC(=O)Cn2c(=O)c3sccc3n(Cc3ccc([N+](=O)[O-])cc3)c2=O)cc1
→ 0.1	1	-2	36*	0.0	5	2	1	22	-1
COc1ccc(C(CCN)c2ccc3c(c2)OCO3)cc1 (stereo not drawn)
→ -0.8	2	-15	-7	-0.6	0	4	-44	9	2
N#CC1=C(N)Oc2c(ccc3ccccc23)C1c1ccsc1 (stereo not drawn)
→ -9.7	-2	-4	-1	2.2	-7	22	0	7	-25
CCOc1ccc(NC(=O)CNc2ccc(C)cc2Cl)cc1
→ 0.3	-9	1	14	-0.8	-2	-1	-1	2	8
Cc1ccc(-c2cc(C(F)F)n3ncc(C(=O)N4CCN(c5cccc(C)c5C)CC4)c3n2)cc1
→ -0.5	3	5	8	2.2	1	-2	4	-6	-13
Cc1cccc(NC(=O)C2CCCN2C(=O)Oc2ccccc2)c1C (stereo not drawn)
→ -0.2	12	1	11	0.5	-2	-4	-2	-1	-6
Cc1ccc(Nc2nc3ccc(Cl)cc3n3cnnc23)cc1F
→ -3.9	1	-6	2	2.8	-3	7	0	4	-9
Nc1nc2n[nH]nc2c(=O)[nH]1
→ 0.3	2	7	-1	-1.4	6	-2	0	4	-5
COC(=O)[C@]12CCCCC=C1N(Cc1cccc3ccccc13)C(=O)[C@H](CC(=O)NCC1CCCCC1)C2
→ -0.2	1	1	8	nt	-5	4	-2	-4	0
CCOn1c(=O)c(-c2ccccc2)[n+]([O-])c2ccccc21
→ 0.4	10	2	10	1.0	-5	5	1	-6	-24
CCOC(=O)CN1N=C(/C=C/c2ccccc2)CCC1=O
→ -0.2	-5	4	6	0.6	-2	-5	1	-2	8
Clc1ccc(CNC2CCCC2)c(Cl)c1
→ 0.0	3	-11	-4	0.0	8	0	-2	2	1
Cc1cc(N2CCOCC2)nc2cc(O)ccc12
→ -20	5	2	9	-0.9	-4	4	5	-5	i
Cc1nnc2c(N(C)S(=O)(=O)c3ccccc3)nc3ccccc3n12
→ -0.4	0	-2	19	2.6	-5	0	-1	5	-6

2 of the compounds above, in CSV form.
Compound,proKLK7 act,HGIII-sPLA2 inh,NPR2 activator,ARFGAP1 inhibitor,FXN GAA850 act,DDE Tn6 FP inh,rCAG RNA binder,GC-A act,ASAP1 inh,ADAM10 inh
O=C(Cn1sc2ccccc2c1=O)Nc1ccccc1,-0.1,5,3,1,-4.6,2,1,14,-1,2
Cc1cc(N2CCOCC2)nc2cc(O)ccc12,-20,5,2,9,-0.9,-4,4,5,-5,i
